Screening data from PubChem BioAssay.
Lipid storage S3 – qHTS Assay for Lipid Storage Modulators in Drosophila S3 Cells | Drosophila S3 cells, BODIPY lipid droplet fluorescence, 18-24 h; cells fed with added oleic acid | Potency in µM for hits, for the others lipid storage change, negative = inhibition, % at the top dose, mostly 46.1 µM | 320,000 tested, 0.64% active | AID 2685; active = well fitted inhibition curve with a large enough effect in the signal ratio, with a control signal flat, not every such curve was filed as active; inconclusive = small, poorly fitted or top-dose-only effect, or effect the other way, or a change in a side signal; the % refers to the signal ratio
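Drosophila S3 cells got compounds at several concentrations plus oleic acid (400 uM solution). Laser-scanning cytometry with 488 nm excitation read lipid droplets at 500-530 nm and cells at 575-640 nm. Percent activity was relative to 20 uM Triacsin C.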
Lipid storage S3 cell count max – further read-out of Lipid storage S3, marked with its call; cell number change, %; measured here: cell count max response;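 cells counted by Cell Tracker Red CMTPX staining in the red channel; peak over a dose series mostly up to 46.1 µM; percent activity relative to internal control wells on each plate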
* = called active by the depositor; i = inactive; ? = inconclusive; nt = not tested or not shown. % is set by controls: 0 for no effect and ±100 for the full control effect; potency is the fitted concentration of half-maximal effect.

Second line of a record – Lipid storage S3, Lipid storage S3 cell count max
- CCCNC(=O)NCCC12CC3CC(CC(C3)C1)C2
  2%, 0
- CC(C)NC(=S)N/N=C/c1ccc(N2CCOCC2)cc1
  20%, 1
- O=C(CSc1n[nH]c(-c2cccnc2)n1)Nc1ccccc1C(F)(F)F
  ?, nt
- CCCOc1ccc(-c2c(C(=O)N/N=C/c3ccc(OCC)cc3)nnn2-c2nonc2N)cc1
  -5%, -8
- O=C(Nc1ccc2c(c1)CCC2)c1cc(=O)[nH]c2ccccc12
  -6%, 0
- CCOC(=O)c1c(NC(=O)CSc2ncccn2)sc2c1CC(C)(C)NC2(C)C
  ?, nt
- CN(C(=O)c1ccc(S(=O)(=O)N2CCCC2)cc1)C1CCS(=O)(=O)C1 (stereo not given)
  ?, nt
- Cc1ccc(S(=O)(=O)N2CCOCC2)cc1C(=O)NCc1ccco1
  5%, 3
- COc1ccc(OC)c(C(=O)CSc2nnc(-c3cccs3)o2)c1
  ?, nt
- COc1cccc(C(=O)Nc2ccc3[nH]c(=O)[nH]c3c2)c1OC
  ?, nt
- CCOc1ccc(S(=O)(=O)NCCC(=O)Nc2nnc(C)s2)cc1
  i, 0
- CCOC(=O)Cc1n[nH]c(=O)c2ccccc12
  8%, 10
- Cc1ccc(-n2c(O)c(/C=N/NC(=O)C3COc4ccccc4O3)c3ccccc3c2=O)cc1 (stereo not given)
  ?, nt
- O=C(C1CCN(S(=O)(=O)c2ccccc2F)CC1)N1CCN(Cc2ccc3c(c2)OCO3)CC1
  i, -11
- O=C(CSc1c2c(nc3ccc(Cl)cc13)CCCC2)NCc1ccco1
  ?, nt
- NS(=O)(=O)c1ccc(CCNC(=O)CCCOc2ccccc2)cc1
  6%, nt
- COc1ccc(-c2nc(-c3cccs3)c(-c3cccs3)[nH]2)cc1OC
  ?, nt
- Cc1ccc(S(=O)(=O)Cc2ccc(C(=O)NCc3ccc4c(c3)OCO4)o2)cc1
  ?, nt
- CCC(=O)NCCc1cc2ccc(C)cc2[nH]c1=O
  ?, nt
- Cc1ccc(N2Cc3ccccc3C2=S)cc1
  -5%, -1
- CC1=C(C(=O)N(C)Cc2ccccc2)C2(CCC(C)CC2)OC1=O (stereo not given)
  0%, -5
- Cc1ccc(-n2ncc3c2ncn2c(C)nnc32)cc1C
  -18%, -8
- CC(=O)Nc1ccc(S(=O)(=O)N2CCN(C(=O)Cc3ccccc3)CC2)cc1
  10%, 19
- COc1ccc(C(C(=O)NC(C)(C)C)N(C(=O)CCC(=O)Nc2ccccn2)C2CCCCC2)cc1 (stereo not given)
  ?, nt
- Nc1ccc(-c2nc3cc(N)ccc3n2CCO)cc1
  14%, 19
- COc1ccccc1CNc1ccc2c(c1)CCC2
  ?, nt
- CSc1ccc(C(=S)N2CCN(Cc3ccccc3)CC2)cc1
  -8%, 4
- CCNC(=S)N/N=C/c1ccc(F)cc1
  ?, nt
- Cc1ccn2c(=O)nc(SCC(=O)NCc3ccccc3Cl)nc2c1
  ?, nt
- CC1CC(C)CN(C(=O)Cn2ncc3c([nH]c4ccccc43)c2=O)C1 (stereo not given)
  i, 16
- COc1ccc(CN(CC(=O)NC2CCCCC2)C(=O)CCC(=O)Nc2nccs2)cc1
  ?, nt
- COc1ccc(NC(=O)C2(c3ccc(NC(=O)c4ccc(OC(C)=O)cc4)cc3)CCCC2)cc1
  ?, nt
- COc1ccccc1C(=O)Nn1c(C2CCC2)nc2ccccc2c1=O
  11%, -19
- Cc1ccc(-n2c(SCC(=O)NC3CCS(=O)(=O)C3)nc3ccccc3c2=O)cc1C (stereo not given)
  ?, nt
- CC(C)CNC(=O)COC(=O)c1cccc(S(=O)(=O)NCC(F)(F)F)c1
  -6%, 10
- O=C(CCCCCn1c(=O)[nH]c2ccccc2c1=O)N1CCN(Cc2ccc3c(c2)OCO3)CC1
  ?, nt
- O=C(O)c1ccccc1S
  ?, nt
- COc1ccc(C2=CSC3=NCCN23)cc1OC
  ?, nt
- CCCCCCNC(=O)CC(c1ccccc1)c1cc(Br)ccc1O (stereo not given)
  ?, nt
- Nc1cccc(C(=O)OCC(=O)NC2CCCc3ccccc32)c1 (stereo not given)
  ?, nt
- O=C(Oc1ccc(Br)cc1C(=S)N1CCOCC1)c1ccc(F)cc1
  -11%, 23
- CCCNC(=O)c1ccc2c(c1)nc(C)n2-c1cccc(Cl)c1
  14%, 19
- COCCn1c(=O)[nH]c2cc(C(=O)Nc3ccc(OC)c(Cl)c3)ccc2c1=O
  5%, -3
- O=C(CNC(=O)c1ccccc1F)NCCc1ccccc1F
  11%, 20
- COC(=O)c1c(C)[nH]c(C)c1-c1cccc([N+](=O)[O-])c1
  7%, 18
- COC(=O)c1ccc2c(c1)C(C)(C)C(/C=C/c1ccc(OC)c(OC)c1OC)=[N+]2C
  ?, nt
- O=C(NC1(C(F)(F)F)NC(=O)N(c2ccc(F)cc2)C1=O)c1ccncc1 (stereo not given)
  13%, nt
- O=C(O)CCn1cc(/C=C/C(=O)c2ccc(Cl)cc2)c(-c2ccc(Br)cc2)n1
  ?, nt
- COC(=O)c1sccc1NC(=O)c1ccc(OC)c(OC)c1
  ?, nt
- CCc1ccc(OCc2nnc(SCC(=O)N3CCN(c4ccccc4)CC3)o2)cc1
  0%, -21

Record cards, from the list above. Screens in order: Lipid storage S3, Lipid storage S3 cell count max
Profile of COC(=O)c1ccc2c(c1)C(C)(C)C(/C=C/c1ccc(OC)c(OC)c1OC)=[N+]2C = ?, nt
Profile of COCCn1c(=O)[nH]c2cc(C(=O)Nc3ccc(OC)c(Cl)c3)ccc2c1=O = 5%, -3
Profile of COC(=O)c1sccc1NC(=O)c1ccc(OC)c(OC)c1 = ?, nt

Further compounds
Second line of a record – Lipid storage S3, Lipid storage S3 cell count max
- COc1ccc(NC(=O)C(NCC(C)C)c2ccccc2)cc1Cl (stereo not given)
  ?, nt
- CCC1Oc2ccccc2N(CC(=O)NCCCN2CCC(C)CC2)C1=O (stereo not given)
  i, nt
- CC1CCN(c2ccc(NC(=S)NC(=O)c3ccc(-c4cccc([N+](=O)[O-])c4)o3)cc2)CC1
  i, -9
- O=C(NCc1cccc(Cl)c1)N1CCN(S(=O)(=O)c2ccccc2F)CC1
  ?, nt
- CC1CC(C)CN(C(=O)COC(=O)CNC(=O)C23CC4CC(CC(C4)C2)C3)C1 (stereo not given)
  ?, nt
- CCCc1cc(=O)oc2cc(C)cc(OC(C)C(=O)NCCN3CCOCC3)c12 (stereo not given)
  i, -8
- Cc1cc(S(=O)(=O)NCc2ccccc2)ccc1OCC(=O)N1CCCC1
  ?, nt
- CC(=O)c1ccn(S(=O)(=O)c2ccccc2)c1
  ?, nt
- O=C(COc1ccccc1[N+](=O)[O-])OCCCOC(=O)COc1ccccc1[N+](=O)[O-]
  ?, nt
- COc1ccc(/C=C/C(=O)NC(=S)N2CCN(c3ccccc3OC)CC2)cc1
  ?, nt

Random excerpt: 7 compounds from above
Second line of a record – Lipid storage S3, Lipid storage S3 cell count max
- O=C(Oc1ccc(Br)cc1C(=S)N1CCOCC1)c1ccc(F)cc1
  -11%, 23
- COc1ccc(CN(CC(=O)NC2CCCCC2)C(=O)CCC(=O)Nc2nccs2)cc1
  ?, nt
- COc1ccccc1C(=O)Nn1c(C2CCC2)nc2ccccc2c1=O
  11%, -19
- COc1cccc(C(=O)Nc2ccc3[nH]c(=O)[nH]c3c2)c1OC
  ?, nt
- COCCn1c(=O)[nH]c2cc(C(=O)Nc3ccc(OC)c(Cl)c3)ccc2c1=O
  5%, -3
- CSc1ccc(C(=S)N2CCN(Cc3ccccc3)CC2)cc1
  -8%, 4
- Cc1ccc(N2Cc3ccccc3C2=S)cc1
  -5%, -1

Going on with the list.
Second line of a record – Lipid storage S3, Lipid storage S3 cell count max
- CC(=O)N1c2ccc(N=Cc3cc(Br)cc(Br)c3O)cc2CC1C (stereo not given)
  12%, 12
- CCCCNC(=S)Nc1ccc2nc3n(c(=O)c2c1)CCCCC3
  ?, nt
- CCc1ccc(S(=O)(=O)Nc2ccc(-c3ccc4nnc(C)n4n3)cc2)s1
  ?, nt
- O=[N+]([O-])c1cc(F)c(N2CCCCC2)cc1N1CCOCC1
  3%, -24
- O=C(O)CC(NC(=O)OCc1ccccc1)c1ccccc1 (stereo not given)
  ?, nt
- CN(C)C(CNC(=O)CCS(=O)(=O)c1ccccc1)c1ccccc1 (stereo not given)
  -15%, -9
- CC(C)(C)CN1CCNC(=O)C1CC(=O)N1CCOc2ccccc2C1 (stereo not given)
  7%, 20
- COc1cc(S(=O)(=O)N(Cc2cccnc2)Cc2ccco2)ccc1-n1cnnn1
  9%, -9
- COc1ccc(-c2ccc(NS(=O)(=O)c3cc([N+](=O)[O-])c(C)c([N+](=O)[O-])c3)cc2)nn1
  i, -14
- O=C(Nc1ccccc1C(=O)O)c1ccc2ccccc2n1
  ?, nt
- Cc1ccc(C)c(S(=O)(=O)/N=C2\C=C(NS(=O)(=O)c3ccccc3)C(=O)c3ccccc32)c1
  ?, nt
- CCCCN(C)CCNC(=O)c1cn(C)c(=O)c2c1c1ccccc1n2C
  ?, nt
- O=Cc1ccc2oc3nc4n(c(=O)c3c(=O)c2c1)CCCS4
  ?, nt
- CC(=O)N1c2ccc(S(=O)(=O)N3CCCC3)cc2CC1C(=O)NCc1cccc(F)c1 (stereo not given)
  i, 8
- CCN(c1ccccc1)S(=O)(=O)c1ccc(C(=O)NCCCN2CCOCC2)cc1
  18%, 3
- CCCCN(C(=O)CCSc1ccc(F)cc1)c1c(N)n(Cc2ccccc2)c(=O)[nH]c1=O
  ?, nt
- NC1=NC(=O)/C(=C\c2ccc(O)c([N+](=O)[O-])c2)S1
  ?, nt
- CC1=C(C#N)C(C(F)(F)F)(C(F)(F)F)N=C(c2ccco2)N1
  ?, nt
- COc1ccc(NC(=O)c2ccc(NS(=O)(=O)c3cccc4cccnc34)cc2)cc1
  16%, 13
- C=CCN(c1ccc(F)cc1)S(=O)(=O)c1cc(C(=O)OCC(=O)N(C)C2CCS(=O)(=O)C2)ccc1Cl (stereo not given)
  ?, nt
- N#C/C(C(=O)N1CCCCC1)=C1\Nc2ccccc2S1
  i, nt
- CCOc1ccc(NC(=O)c2cc(SC)ccc2Cl)cc1
  15%, 23
- O=C(NCC1CCCO1)C1CCN(S(=O)(=O)c2ccc(Br)cc2)CC1 (stereo not given)
  ?, nt
- COc1ccccc1OCCOc1ccccc1/C=N/n1cnnc1
  i, nt
- COc1ccc(C2CC3(O)CC(C#N)(C(=O)N3)C2(C#N)C#N)cc1 (stereo not given)
  -9%, 9
- Cc1ccc(-n2c(=S)[nH]c3sc4c(c3c2=O)CCc2ccccc2-4)cc1
  3%, 7
- CN(CC(=O)Nc1cccc(F)c1)C(=O)CCCN1C(=O)c2cccc3cccc(c23)C1=O
  ?, nt
- CC(=O)Nc1ccc(N2CCCCC2)c(C(=O)Nc2cccc(C)c2)c1
  -8%, -2
- O=C(CNc1cccc(C(F)(F)F)c1)N/N=C/c1cn(-c2ccccc2)nc1-c1ccccc1
  ?, nt
- COCCCNC(=S)Nc1ccc2c(c1)OCCO2
  11%, 2
- COc1ccc(-n2ccsc2=S)cc1
  -4%, 3
- COc1ccccc1N1CCN(C(=O)c2cc(C)oc2C)CC1
  -1%, 10
- CCOC(=O)c1ccc(N2CN(CC)CNC2=S)cc1
  6%, 9
- Cc1ccc(S(=O)(=O)NCc2ccncc2)c(C)c1C
  -6%, nt
- COc1ccccc1N1CCN(c2ncnc3c2oc2ccccc23)CC1
  ?, nt
- CCC(C(=O)NC(C)c1ccccc1)C(=O)NC(C)c1ccccc1 (stereo not given)
  -9%, -3
- CC(C)CNC(=O)c1cccc(NC(=O)Cc2ccc(Br)cc2)c1
  ?, nt
- CCOc1ccc(C(=O)/C=C/c2ccc(SC)cc2)cc1
  -7%, 1
- CCOc1ccc(NS(=O)(=O)c2cc(NC(=O)c3cccc(C)c3)ccc2Cl)cc1
  -6%, -11
- Cc1ccc(NC2c3ncccc3C(=O)N2C2CCCCC2)cc1C (stereo not given)
  ?, nt
- CC(C)(C)NC(=O)/C(=C\c1ccco1)NC(=O)c1cccs1
  3%, 15
- C=CCn1c(=O)c2c(nc3n2CC(C)CN3Cc2ccccc2)n(C)c1=O (stereo not given)
  -37%, -1
- O=c1cc(O)nc(SCc2ccccc2)[nH]1
  12%, 2
- CCOC(=O)c1csc(NC(=O)c2cc(OC)c(OC)c(OC)c2)n1
  16%, -1
- Cc1nn(C(C)C(=O)NCCCN2CCCCCC2)c(=O)c2cc3sccc3n12 (stereo not given)
  ?, nt
- Cc1ccc(CCC(=O)Nc2cc(Cl)ccc2Cl)o1
  5%, -7
- O=C(N/N=C/c1ccccc1Cl)c1ccncc1
  8%, -23
- COc1cc(C2NC(=O)NC(C)=C2C(=O)OC2CCCC(C)C2)cc(Br)c1O (stereo not given)
  0%, 23
- CCc1cccc(NC(=O)CCc2c(C)nn(-c3ccc(N4CCCCC4)nn3)c2C)c1
  ?, nt
- Cn1nc(-c2ccc(C(=O)O)cc2)c2ccccc2c1=O
  ?, nt
- CCOc1cc(NC(=O)c2ccccc2[N+](=O)[O-])c(OCC)cc1NC(=O)CC(C)C
  -3%, nt
- Cc1cc(S(=O)(=O)N2CCCC(N(C)CCc3ccccn3)C2)c(C)cc1Cl (stereo not given)
  i, 9
- Cc1ccccc1CN1CCCOCCS1(=O)=O
  -2%, 3

A portion of the library, so the mix of outcomes need not match the whole.
